High-throughput results as filed in PubChem BioAssay.
SENP8 block = blocks the human protease SENP8; inhibition, % at 10 µM; Q96LD8; AID 2540; purified SENP8, Z-RLRGG-aminoluciferin cleavage, luminescence; hit rate 1.2% among 330,000
Target sequence (Q96LD8 whole entry, looked up): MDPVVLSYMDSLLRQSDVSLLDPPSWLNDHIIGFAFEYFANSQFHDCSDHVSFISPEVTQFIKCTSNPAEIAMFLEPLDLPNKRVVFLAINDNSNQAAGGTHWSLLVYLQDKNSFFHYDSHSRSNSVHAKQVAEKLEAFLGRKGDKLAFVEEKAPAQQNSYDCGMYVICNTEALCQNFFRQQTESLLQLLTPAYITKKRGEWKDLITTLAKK
EBI2 block = blocks human EBI2 receptor beta-arrestin signaling | P32249 | EBI2 beta-arrestin recruitment, luminescence, 7a,25-OHC stimulated | inhibition, % at 5 µM | hit rate 0.81% among 360,000 | AID 651636; in the data active = inhibition above about 38%;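 also: enzyme fragment complementation signal reports receptor beta-arrestin coupling in cells; 0% = agonist plus DMSO wells and 100% = wells without agonist; some results beyond the cut were filed as inactive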
Target sequence (P32249 whole entry, looked up, the tested form may be a part): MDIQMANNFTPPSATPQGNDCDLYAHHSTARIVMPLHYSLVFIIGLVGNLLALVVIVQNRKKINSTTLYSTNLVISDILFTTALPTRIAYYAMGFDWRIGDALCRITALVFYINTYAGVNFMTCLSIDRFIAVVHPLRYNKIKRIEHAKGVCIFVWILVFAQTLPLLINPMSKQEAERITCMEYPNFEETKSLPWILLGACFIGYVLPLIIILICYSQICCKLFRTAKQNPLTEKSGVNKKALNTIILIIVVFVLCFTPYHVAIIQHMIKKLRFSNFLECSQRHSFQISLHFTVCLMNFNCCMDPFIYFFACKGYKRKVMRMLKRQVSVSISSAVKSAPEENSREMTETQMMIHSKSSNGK
CCR6 antag = CCR6 (human) receptor antagonism | CHO-K1 CCR6 PathHunter beta-arrestin, luminescence, CCL20-stimulated | inhibition, % at 20 µM | hit rate 0.49% among 340,000;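 active = compounds whose inhibition of the agonist-driven luminescence signal at 20 µM reaches about 50%, limit read from the data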;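 also: cells stimulated with CCL20 at 14 nM final; plate controls were DMSO with CCL20 for no effect and DMSO without agonist for full effect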
Jurkat NFkB inh = lowers PMA/ionomycin-induced NF-kB signal in Jurkat cells; PMA/ionomycin-induced NF-kB luciferase reporter, luminescence; inhibition, % at 4 µM; hit rate 0.53% among 330,000; AID 435003
UBC13 polyUb = human UBC13 polyubiquitination inhibition | UBC13 polyubiquitin chain formation, TR-FRET | inhibition, % at 20 µM | hit rate 0.47% among 330,000; in the data active = inhibition above about 45%, passing the limit was not always enough
Target sequence (P61088 whole entry, looked up): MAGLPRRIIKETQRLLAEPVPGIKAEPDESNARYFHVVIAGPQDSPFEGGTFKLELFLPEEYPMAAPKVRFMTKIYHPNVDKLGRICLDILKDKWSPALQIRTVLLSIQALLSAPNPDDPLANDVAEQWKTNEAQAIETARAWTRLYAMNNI
Gli-Sufu block = blocks Gli-Sufu signaling in a luciferase reporter; Sufu-KO-LIGHT fibroblasts, Gli luciferase reporter luminescence; inhibition, % at 5 µM; hit rate 0.74% among 340,000;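 active = inhibition above about 55%, limit read from the data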;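 also: 0% = DMSO-treated cells and 100% = wells with medium but no cells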
697 NFkB inh = inhibitors of the PMA/ionomycin-induced NF-kB reporter in 697 B cells. 697 B-cell NF-kB luciferase reporter, 16 h. inhibition, % at 4 µM. hit rate 0.33% among 330,000. AID 435022; in the data active = inhibition above about 35%
Apaf-1 inh = blocks human Apaf-1 apoptosome activity | inhibition, % at 20 µM | reconstituted apoptosome caspase-3 activity, DEVD-Rh110 fluorescence | hit rate 0.71% among 330,000 | O14727; active = inhibition of at least 40% at 20 µM;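 also: plate controls were DMSO wells for no effect and DEVD-CHO caspase inhibitor wells for full effect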
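detection = Rh110 fluorescence intensity | test system = biochemical Apaf-1 apoptosome reconstitution | also added = cytochrome c and DEVD-Rh110 substrate | schedule = 30 min plus 50 min, RT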
* marks the source's active call; other numbers are inactive results; . = not tested or not shown. Rule as the data show it, unless noted: active = inhibition above about 50%; inactive = the rest.

SMILES | SENP8 block | EBI2 block | CCR6 antag | Jurkat NFkB inh | UBC13 polyUb | Gli-Sufu block | 697 NFkB inh | Apaf-1 inh
NNC(=O)C(=O)NCCCN1CCOCC1 | -2 | 5 | 15 | 2 | 5 | -6 | 0 | -6
NC(=O)c1cc(S(=O)(=O)N2CCN(c3ccc([N+](=O)[O-])cc3)CC2)cs1 | 6 | 4 | 17 | 26 | -6 | 34 | -11 | 6
O=C(Nc1ccccc1)c1cc(S(=O)(=O)N2CCCCC2)ccc1N1CCOCC1 | -1 | 8 | 5 | -3 | 15 | -5 | -5 | 10
COc1cccc(C(=O)Nc2ccc(S(=O)(=O)Nc3cc(C)nc(C)n3)cc2)c1 | -1 | -3 | 3 | -5 | -7 | 4 | 7 | 3
O=C1c2cccnc2Nc2ccccc2N1CCCF | -3 | 0 | 4 | 1 | -1 | 6 | 7 | -11
COc1ccc(N(C(=O)c2ccc(Br)o2)C2C=CS(=O)(=O)C2)cc1 (stereo not given) | 9 | -15 | -2 | 7 | 0 | 5 | -13 | -16
COc1ccc(C(C(=O)NC(C)(C)C)N(Cc2ccccc2)C(=O)CCC(=O)Nc2cc(C)on2)cc1 (stereo not given) | 0 | -5 | 0 | 9 | 0 | -3 | 9 | 9
CCN(CC(=O)Nc1c(F)cccc1F)C(=O)C1CC(=O)N(c2ccccc2OC)C1 (stereo not given) | -9 | -11 | -14 | 9 | 3 | 5 | -22 | 37
COCCCNC(=S)N(CCCO)Cc1cc2cc3c(cc2[nH]c1=O)OCO3 | 5 | -6 | 3 | -14 | -4 | 29 | -30 | 4
Cc1ccccc1N(CC(=O)N1CCCC1)S(=O)(=O)c1ccc(Cl)cc1 | 6 | 5 | 12 | 6 | -13 | 10 | -1 | -2
CCN(CC(=O)Nc1ccc2c(c1)OCCO2)S(=O)(=O)c1cccs1 | -3 | -12 | 1 | -18 | 1 | -17 | -13 | -1
COc1ccc(/C(N)=N/OC(=O)c2cc(-c3ccccc3)nc3ccccc23)cc1 | -10 | 13 | -9 | 13 | 2 | 10 | 12 | 3
c1ccc2c(c1)[nH]c1c(N3CCCC3)ncnc12 | -7 | -7 | -4 | 5 | -10 | 39 | -21 | -2
O=C(O)c1ccccc1N1C(=O)C2C3c4ccccc4C(Br)(c4ccccc43)C2C1=O (stereo not given) | 4 | 7 | -3 | 18 | -6 | -4 | 22 | 3
CC(C)(C)n1nnnc1C(c1ccc2ncccc2c1)N1CCSCC1 (stereo not given) | -2 | -3 | 1 | 1 | 1 | -10 | 9 | -5
Cc1ccc(-c2nc(CSCC(=O)N3CCN(c4ccccn4)CC3)c(C)o2)cc1 | -11 | -1 | 4 | -2 | 2 | 25 | -25 | 0
COc1ccc(S(=O)(=O)N2CCN(C(=O)NCc3ccccc3)CC2)cc1 | 2 | 21 | 27 | 19 | 5 | 2 | 13 | -5
O=C(NCc1cccs1)c1cc(-c2cccc(Cl)c2)on1 | 4 | 8 | -4 | -45 | 15 | -35 | -25 | -10
COc1ccc(/C=N/Nc2ncnc3sc4c(c23)CCCC4)cc1OC | -1 | 18 | 25 | -4 | 9 | -29 | -19 | 16
O=C(Nc1cccc(-c2nc3ccccc3[nH]2)c1)c1ccccn1 | -3 | 1 | 3 | -26 | -3 | -7 | -18 | -7
CC(NC(=O)OC(C)(C)C)C(=O)Oc1cc2oc(=O)cc(-c3ccccc3)c2cc1Cl (stereo not given) | 1 | -14 | -4 | 6 | 6 | -12 | 4 | 7
COc1cccc(C(=O)NC2CCSC2=O)c1 (stereo not given) | -4 | -7 | 0 | 8 | 5 | -7 | 22 | -8
CC(=O)NCCn1c(SCC#N)nc2ccccc2c1=O | -8 | 2 | 5 | -22 | -9 | 0 | -4 | -8
COc1ccccc1CN1CCCC(N2CCN(c3ccccc3OC)CC2)C1 (stereo not given) | 8 | 1 | 14 | 6 | -1 | 11 | 1 | -6
COc1cccc(C2CC(C(F)(F)F)n3ncc(C(=O)NC(C)(C)C)c3N2)c1 (stereo not given) | -1 | 6 | 1 | 14 | 8 | 6 | 24 | 8
CC(=O)C1C(c2cccc(F)c2)c2c(n[nH]c2C)CC1(C)O (stereo not given) | -1 | -2 | -7 | -5 | -7 | -2 | 7 | -7
CCOc1ccccc1NS(=O)(=O)c1ccc(OC)c(OC)c1 | -5 | 1 | 15 | 3 | -2 | 3 | 15 | -1
Cc1ccc(-n2c(-c3cc(-c4ccco4)[nH]n3)n[nH]c2=S)c(Br)c1 | -11 | -10 | -1 | 4 | 4 | 6 | -11 | -2
COc1ccccc1NC(=O)OC(C)c1ccc(Cl)cc1 (stereo not given) | 4 | -8 | 20 | -14 | -5 | -9 | 15 | 15
COc1ccccc1-c1cc(C(F)(F)F)nc(N2CCN(c3ccccc3)CC2)n1 | 8 | 22 | 4 | -4 | 13 | 2 | 7 | 4
C[C@@H](C(=O)Nc1ccc2c(c1)OCO2)n1c(=O)[nH]c2ccccc2c1=O | 2 | 3 | 15 | 6 | -16 | 28 | -25 | 8
O=C(O)COc1ccc2oc3ccccc3c2c1 | -4 | 1 | -9 | 7 | 8 | -1 | 8 | -11
CCCC(=O)NCCc1cc2c(C)ccc(C)c2[nH]c1=O | 2 | -3 | 16 | -4 | 5 | 2 | 18 | 7
O=C(NCCCNc1ccc([N+](=O)[O-])cc1Cl)c1ccccc1F | -6 | -3 | 19 | -4 | -11 | 10 | 3 | 4
CCOCCCN(C)C1CCN(S(=O)(=O)c2csc(C(N)=O)c2)CC1 | -8 | -18 | 13 | -7 | -2 | 12 | 1 | -3
O=C(O)CCCC(=O)Nc1ccc(Br)cc1 | -6 | -5 | 5 | -5 | 1 | 0 | 0 | -10
COc1ccc(C(=O)N/N=C\c2coc3ccc(Cl)cc3c2=O)cc1 | -1 | -7 | 9 | 16 | 5 | 7 | 2 | 13
Nc1nc(-c2ccco2)nn1C(=O)c1cccnc1 | -2 | -16 | 20 | 4 | 15 | 50 | 11 | -6
COc1ccc(CCNC(=O)C(=O)NCCOc2ccccc2Cl)cc1OC | -11 | 1 | 3 | 6 | -2 | -7 | -19 | 8
CCc1ccc(NC(=O)c2nc(S(=O)(=O)Cc3ccccc3)ncc2Cl)cc1 | -7 | 39 | . | 38 | -3 | . | -129 | 17
O=C(O)c1ccc(NS(=O)(=O)/C=C/c2ccccc2)cc1 | -3 | 4 | 5 | 1 | -13 | -3 | 6 | 9
Cc1ccc2nc(SCCC#N)nc(C)c2c1 | -2 | -1 | 16 | -10 | 5 | -10 | -5 | -4
COc1ccc(-c2csc(-n3ncc(C(=O)O)c3C(F)(F)F)n2)cc1 | -13 | 0 | 17 | -24 | 7 | -15 | -59 | 8
Cc1ccc(-c2nnn(CC(=O)NC3CCCc4ccccc43)n2)cc1 (stereo not given) | 2 | -13 | 28 | 0 | 2 | 7 | 8 | 1
O=C1C=C(c2ccccc2)C[C@@H](c2ccc(Cl)cc2)C1 | -5 | 23 | 38 | -2 | 13 | -16 | -12 | 22
CCN(C(=O)c1cc2c(s1)-c1ccccc1S(=O)(=O)C2)c1cc(OC)ccc1OC | 10 | -2 | 19 | 6 | -4 | 3 | 7 | 1
Cc1cccc(NC(=O)Nc2c(C)n(C)n(-c3ccccc3)c2=O)c1C | 0 | 4 | -2 | -11 | 6 | -3 | 11 | 6
Cc1cc(O)c(C=Nc2ccc(N3CCOCC3)cc2)c(C)c1Cl | 38 | -4 | 6 | -4 | -6 | 9 | 2 | 3
COC(=O)[C@]1(CC(C)C)N[C@H](c2ccc(SC3CCCCC3)c(OC)c2)[C@@H]2C(=O)N(C)C(=O)[C@@H]21 | 5 | 14 | 6 | 22 | 7 | -1 | 13 | 24
O=C(CCN1CCN(c2ccccc2)CC1)NNC(=S)Nc1ccccc1Cl | 1 | -9 | 19 | 4 | 3 | 5 | -10 | -33

Rewritten as labelled records: part of the list above
COc1ccc(-c2csc(-n3ncc(C(=O)O)c3C(F)(F)F)n2)cc1
  SENP8 block: -13
  EBI2 block: 0
  CCR6 antag: 17
  Jurkat NFkB inh: -24
  UBC13 polyUb: 7
  Gli-Sufu block: -15
  697 NFkB inh: -59
  Apaf-1 inh: 8
Cc1ccc(-c2nnn(CC(=O)NC3CCCc4ccccc43)n2)cc1 (stereo not given)
  SENP8 block: 2
  EBI2 block: -13
  CCR6 antag: 28
  Jurkat NFkB inh: 0
  UBC13 polyUb: 2
  Gli-Sufu block: 7
  697 NFkB inh: 8
  Apaf-1 inh: 1
O=C1C=C(c2ccccc2)C[C@@H](c2ccc(Cl)cc2)C1
  SENP8 block: -5
  EBI2 block: 23
  CCR6 antag: 38
  Jurkat NFkB inh: -2
  UBC13 polyUb: 13
  Gli-Sufu block: -16
  697 NFkB inh: -12
  Apaf-1 inh: 22
CCN(C(=O)c1cc2c(s1)-c1ccccc1S(=O)(=O)C2)c1cc(OC)ccc1OC
  SENP8 block: 10
  EBI2 block: -2
  CCR6 antag: 19
  Jurkat NFkB inh: 6
  UBC13 polyUb: -4
  Gli-Sufu block: 3
  697 NFkB inh: 7
  Apaf-1 inh: 1

Other compounds follow:
SMILES | SENP8 block | EBI2 block | CCR6 antag | Jurkat NFkB inh | UBC13 polyUb | Gli-Sufu block | 697 NFkB inh | Apaf-1 inh
CC(=O)Nc1ccc(C(=O)Cn2c3[n+](c4c(F)c(F)ccc42)CCCCC3)cc1 | 5 | 4 | 20 | 1 | 7 | 3 | 8 | -2
O=C(c1cc(-c2ccccc2Cl)on1)N1CCN(C(=O)c2ccco2)CC1 | 2 | 1 | 0 | -27 | 9 | -3 | -29 | 8
O=C(NCC(=O)N1CCCC1)c1ccccc1F | 1 | 6 | 7 | -17 | 4 | -27 | -16 | 2
CC1=NCCN1S(=O)(=O)c1cc([N+](=O)[O-])ccc1Cl | -2 | 5 | -2 | -21 | 0 | -6 | 9 | -2
CCc1c(C)nc2c(OC)cccc2c1SCCC(=O)O | -3 | -10 | -13 | 8 | -3 | -8 | -15 | -1
C=CCn1c(SCC(C)=O)nc2sc3c(c2c1=O)CCC3 | -2 | 1 | 5 | 6 | 0 | 6 | -2 | 5
O=C(O)CCCCCn1c(SCc2cc(=O)n3cc(Cl)ccc3n2)nc2ccsc2c1=O | -8 | -4 | 8 | 3 | 2 | 3 | -31 | 10
c1ccc(-c2nc(NC3CC3)nc(-n3ccnc3)n2)cc1 | -10 | 2 | 7 | -1 | -9 | 0 | 14 | 1
Cc1ccc([N+](=O)[O-])cc1N(CC(=O)NCC1CCCO1)S(C)(=O)=O (stereo not given) | -4 | -3 | -5 | 0 | 4 | 9 | 9 | -4
CC1Cc2cc(S(=O)(=O)N3CCC(C(=O)N(C)Cc4ccccc4)CC3)ccc2N1C(=O)C1CC1 (stereo not given) | -3 | -6 | 8 | 8 | 6 | 2 | -17 | 13
COc1ccc(CCNC(=O)c2cccc(S(=O)(=O)N3CCc4ccccc4C3)c2)cc1 | 3 | 12 | 13 | 0 | 5 | -2 | 2 | 4
COc1ccc(-c2c(-c3ccc(OC)c(F)c3)c3ccccc3n2C)cc1 | 0 | 9 | 5 | -18 | 34 | 1 | -49 | 12
CCN(CC)CCCN=C(C)C1=C(O)c2ccccc2C1=O | 4 | 4 | 12 | 4 | 2 | 10 | -7 | -11
CCc1cc2c(=O)c(-c3nc4ccccc4[nH]3)coc2cc1OC(=O)N1CCOCC1 | -11 | -5 | -15 | -14 | 1 | -38 | -11 | 8
O=C(NCc1ccncc1)c1ccc(NS(=O)(=O)c2ccccc2)cc1 | -4 | -2 | 10 | 8 | -2 | -9 | 9 | 7
Clc1ccc(C2=CSC3=NCCN23)c(Cl)c1 | -8 | 10 | 7 | 17 | 7 | 9 | -7 | -12
O=[N+]([O-])c1ccc(N2CCN(c3ccccn3)CC2)c(Cl)c1 | -5 | 9 | 20 | -15 | -4 | -9 | 2 | 12
Cc1ccc(NC(=O)CN(C)C(=O)CCOc2ccccc2C)cc1 | -3 | -14 | 5 | 7 | 19 | -3 | 7 | 1
COc1ccccc1-n1ccnc1SCC(=O)NCC1CCCO1 (stereo not given) | 11 | 1 | 6 | -4 | 6 | -6 | 11 | -13
CCc1ccc2nc(N3C(=O)C(O)=C(C(=O)c4ccco4)C3c3cccs3)sc2c1 (stereo not given) | 30 | 9 | 14 | -116 | -20 | -37 | -165 | 23

Some of the compounds tested; the hit share may differ from the screen's.
